High-throughput results: PubChem BioAssay, National Center for Advancing Translational Sciences (NCATS)
12-LOX inh = ALOX12 (human) lipoxygenase inhibition | Potency, µM (doses to about 108 µM), for the others: at the highest dose activity change, negative = inhibition, usual class: inhibitors | actives 1.1% (n = 580,000) | purified 12hLO, xylenol orange hydroperoxide absorbance | P18054 | AID 1671190; active = well fitted inhibition curve with a large enough effect; inconclusive = small, poorly fitted or top-dose-only effect, or another doubt; inactive = no such curve, though single readings can be large or run the other way
Target sequence (P18054 whole entry, looked up): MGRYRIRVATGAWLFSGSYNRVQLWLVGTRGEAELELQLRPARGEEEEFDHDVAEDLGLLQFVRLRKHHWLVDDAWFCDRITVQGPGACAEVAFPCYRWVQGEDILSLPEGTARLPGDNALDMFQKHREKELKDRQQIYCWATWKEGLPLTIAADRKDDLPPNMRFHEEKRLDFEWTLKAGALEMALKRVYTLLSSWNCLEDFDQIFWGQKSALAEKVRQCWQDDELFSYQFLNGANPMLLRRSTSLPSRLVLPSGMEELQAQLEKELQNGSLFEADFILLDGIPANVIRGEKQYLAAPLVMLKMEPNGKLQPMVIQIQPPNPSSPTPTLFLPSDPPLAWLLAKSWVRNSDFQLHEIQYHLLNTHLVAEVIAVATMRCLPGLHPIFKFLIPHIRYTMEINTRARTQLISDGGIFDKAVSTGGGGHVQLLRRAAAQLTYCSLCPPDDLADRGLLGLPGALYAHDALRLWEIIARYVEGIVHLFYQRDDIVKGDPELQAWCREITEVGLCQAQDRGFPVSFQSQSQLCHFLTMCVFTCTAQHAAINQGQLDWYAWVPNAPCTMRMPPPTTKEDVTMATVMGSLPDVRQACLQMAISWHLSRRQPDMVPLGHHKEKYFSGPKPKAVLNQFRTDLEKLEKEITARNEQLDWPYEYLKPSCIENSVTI
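Hydroperoxide product was detected by ferrous iron/xylenol orange as the 573 to 405 nm absorbance ratio. Arachidonic acid at 40 uM (final) was turned over for 30 min at room temperature by 150 nM human 12hLO, pH 7.0 Hepes buffer, after 15 min compound preincubation.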
An asterisk follows results filed as active; ? = inconclusive; [ ] = remark or other dose. % is set by controls: 0 for no effect and ±100 for the full control effect; potency is the fitted concentration of half-maximal effect. Some of the compounds tested; the hit share may differ from the screen's.

SMILES	12-LOX inh
CCC(=O)N1Cc2ccccc2CC2(CCCN(C)C2)C1 (stereo not given)	?
O=C(Cn1nc2c(cc1=O)CCCC2)Nc1nc2ccccc2s1	-43.2%
CC(C)c1nc2c(c(-c3ccc(O)cc3)n1)CN(Cc1ccccn1)CC2	72.9%[activator]
CC12CC3CC(C)(C1)CC(C(=O)NC1CCCC1)(C3)C2	33.2%
CCCNc1c(NC(=O)c2cc(OC)cc(OC)c2)c(=O)oc2ccccc12	?
CNc1nccc(N2CCC(CC(=O)N3CCN(CCC#N)CC3)CC2)n1	30.3%
CNc1nc2cnc(Nc3cccc(F)c3)cc2n1-c1cccc(C(F)(F)F)c1	?
Cc1nc2ccc(CNC(=O)c3cccc(CCC(C)(C)O)c3)cc2[nH]1	28.6%
CC(C)(C)c1cc(CC2(NCc3ccccc3O)COC2)no1	57.8%[activator][176 µM]
COCCN1C(=O)CCC2(CNC(=O)Cc3c(C)noc3C)CCCC=C12 (stereo not given)	35.0%[activator]
COc1cc(NC(=O)C[C@H]2NC(=O)c3ccccc3NC2=O)ccc1-n1nc(C)cc1C	63.1%[activator]
CC1Sc2c(C(C)(C)C)cc(C(C)(C)C)c(O)c2OC1=O (stereo not given)	?
Cc1noc(C)c1CC(=O)NC(c1ccccc1F)c1nccn1C (stereo not given)	40.5%[activator]
CCOc1cc(C(=O)Nc2ccc(Cl)c(-c3nc4ccccc4[nH]3)c2)cc(OCC)c1OCC	5.7%[57.4 µM]
CN(CC1CCOC1)C(=O)NC1CCCCC1 (stereo not given)	14.3%
O=C1CCCN1c1ccc(-c2csc(-c3cccs3)n2)cc1	?
COc1ccc(F)c(CN2CCOc3ccc(CN4CCC(O)(c5cccnc5)CC4)cc3C2)c1	3.6%
Cc1cc(C)cc(N2CC(c3nc(-c4cccnc4)no3)CC2=O)c1 (stereo not given)	-23.7%
CCOC(=O)C(NC(=O)/C=C/c1cccs1)C(=O)OCC	7.5%
Nc1ccccc1NC(=O)c1ccc(CNc2nccc(-c3cccnc3)n2)cc1	-15.3%[57.4 µM]
O=C(O)CCc1ccc(-c2ccccc2)n1NC(=O)c1ccc(Cl)cc1	1.7%
O=C(Nc1nn(Cc2ccc(Cl)c(Cl)c2)cc1Br)c1nc2ncccn2n1	-10.5%
CC(C)(C)CN1CCOC[C@H]1c1ncc(-c2ccc(Cl)cc2)[nH]1	4.9%[176 µM]
COc1ccc(-c2c(C)c3ccc(OCCN4CCN(C)CC4)cc3oc2=O)cc1OC	?
Cn1nccc1CN1CCCC2(CN[S+](=O)([O-])c3ccccc3N2)C1 (stereo not given)	56.1%[activator]
CC(C)c1ccc([S+](=O)([O-])c2nnn3c2nc(NCc2ccncc2)c2ccccc23)cc1	?
Cc1cccc(OCCc2noc(C3CCCN(Cc4ccccn4)C3)n2)c1 (stereo not given)	47.9%[activator]
COc1ccccc1C(C)NC(=O)Cn1c(=O)c2c(ncn2C)n(C)c1=O (stereo not given)	?
Cc1ccccc1N(C)C(=O)c1cnc(N2CCOCC2)c2ccccc12	1.2%
COC(=O)c1ccc(COc2ccc3c(=O)c(Oc4cccc(C)c4)c(C(F)(F)F)oc3c2)cc1	0.0%
COC(=O)C(Nc1cc(OC)ccc1OC)(c1ccccc1)C(Nc1cc(OC)ccc1OC)c1ccc(C(F)(F)F)cc1 (stereo not given)	-4.1%
O=C(C[C@@H]1CCNC[C@@H]1Cc1cc(COc2ccccc2)on1)N1CCN(c2ccc(F)cc2)CC1	43.3%
N#Cc1cccnc1NCCNC(=O)c1cnc(-c2ccccc2)nc1	12.7%
CCOC(=O)NC(C(=O)NCc1cccc(OC)c1)C(C)C (stereo not given)	33.1%[activator]
O=C([C@@H]1C[C@H](F)CN1C(=O)c1cccc(Br)c1)N1CCCCC1	50.6%[activator]
O=C(NCCc1noc(-c2cccnc2)n1)NCc1ccccc1	7.1%
NC(=O)[C@H](Cc1cccs1)NC(=O)[C@@]1(O)C[C@@H](O)[C@H](O)[C@@H](NC(=O)NC2CCCCC2)C1	15.8%
CCN(CC)S(=O)(=O)NC1CCN(c2ncccn2)CC1	0.2%
Cc1ccc(-n2c(C3CCN(C(=O)c4ccc(F)cc4Cl)CC3)n[nH]c2=O)cc1	24.4%
O=C(O)C1(Oc2ccc(Cl)cc2)CCN(c2cnccn2)CC1	8.2%
O=[S+]1([O-])NC2(CCN(Cc3ccc(C(F)(F)F)cc3)CC2)CNc2ccccc21	47.3%[activator]
COCc1ccc(CNC(=O)c2ccc(C#N)cc2)cc1	-5.1%
COc1ccc(CNC(=O)c2ccc3c(c2)NC(=O)CS3)cc1	?
O=C1CC2CCCC(C1)N2C(=O)c1ccc(F)cc1	-10.4%[176 µM]
O=C(N[C@H]1CO[C@H]2[C@@H]1OC[C@@H]2n1nnnc1Oc1ccccc1)c1cncnc1	19.8%[176 µM]
CCOC(=O)c1sc2ccccc2c1S(=O)(=O)Nc1cccc(OC)c1	-16.2%
CC(C)CC(=O)NCCC1=CCCCC1	7.9%
CCN1CCC(CC(=O)N2CCCC3(C=Cc4ccccc4O3)CC2)CC1 (stereo not given)	-7.2%
O=C(c1cc(Cl)ccc1Cl)N1CCOc2ccccc21	27.8%
Cc1ccc(S(=O)(=O)Cc2nc(-c3ccc(C(=O)NCCN4CCOCC4)cc3)oc2C)cc1	-6.5%
CCCCNC(=O)C[C@@H]1C[C@@]2(C(=O)OCC)CCCC=C2N(CCC2=CCCCC2)C1=O	-1.7%
COC1CN(c2ccc(C)cc2)C12CCN(C(=O)c1ccncc1)CC2 (stereo not given)	-1.7%
Nn1c(SCc2cccc(S(=O)(=O)N3CCOCC3)c2)nnc1-c1cccc(Cl)c1	14.6%
COC(=O)CCOc1ccc(S(=O)(=O)Nc2cccc(Cl)c2C)cc1	6.0%
Cn1cc(C(=O)N2CCC(N3C(=O)C(OCC4CC4)C34CCOCC4)CC2)cn1 (stereo not given)	60.9%[activator]
CCOc1ccc(S(=O)(=O)[C@H]2CS(=O)(=O)C[C@@H]2N2CCN(c3ccc(F)cc3)CC2)cc1	14.5%
C[S+](=O)([O-])N1Cc2ccccc2CC2(CCN(CC3CCCCC3)CC2)C1	10.2%[6.33 µM]
Cc1ccc(C2=NC3(CCN(C(=O)c4ccc(F)c(F)c4)CC3)ON2)cc1	10.5%
Cc1ccc(-c2cc(C(=O)NC3CC3)c3ccccc3n2)cc1	?
O=C(NCCc1nc(-c2ccccc2)cs1)c1ccc2nccn2c1	7.9%

Remaining list, next part:
SMILES	12-LOX inh
Cc1ccc(-c2nc(CNC(=O)C3(N)CC3)[nH]c2-c2ccccn2)cc1	139.9%[activator]
C=CCS(=O)(=O)N1CCCC(CCc2c(F)cccc2F)C1 (stereo not given)	18.0%
CCc1c(C)sc(NC(=O)C2CC2c2ccccc2)c1C#N (stereo not given)	?
CCCNC(=O)N1CCCC(Cc2ncc(C)n2Cc2ccccc2)C1 (stereo not given)	33.1%
COc1cc(-c2c(NC(=O)c3cccs3)oc3ccc(Cl)cc3c2=O)cc(OC)c1OC	-27.8%
CCOc1ccc(CC(=O)N2CCC(n3cc(-c4nc(C5CC5)no4)nn3)C2)cc1 (stereo not given)	22.1%
Cc1nn(CC(C)C)c2sc(C(=O)Nc3cccc(S(=O)(=O)N(C)C)c3)cc12	?
COc1cccc(-c2n[nH]c3c2CC(=O)N(Cc2ccccc2)C3)c1	9.2%[176 µM]
Cn1cc(CN2CCN(Cc3cccc(F)c3)CC2)ccc1=O	-6.1%
Cc1ccc(C)c(-c2cc3c(=O)n(CCNC(=O)c4cccc(F)c4)ccn3n2)c1	24.7%
O=C(Nc1ccc2c3c(cccc13)CC2)c1ccc(Cl)cc1	-13.0%
O=C(Nc1nn(CC(F)(F)F)c2cccc(Oc3cccnc3)c12)c1cocn1	?
O=C(Nc1cc(C(F)(F)F)ccc1Cl)/C(=C/c1ccc(F)cc1)c1ccc(-c2ccccc2)cc1	31.8%[activator]
Cn1cnc(S(=O)(=O)N2CCCC(C(=O)NCc3ccc(F)cc3)CCNC(=O)CC2)c1 (stereo not given)	33.5%[activator]
Cn1c(=O)c2c(ncn2CC(O)COCc2ccccc2)n(C)c1=O (stereo not given)	-0.4%
O=C(NCCOc1cccc2cccnc12)C1CCCN(C2CCCC2)C1 (stereo not given)	48.3%[activator]
O=C(N[C@H]1CO[C@H]2[C@@H]1OC[C@@H]2Nc1nccc(C2CCCC2)n1)c1ccco1	-39.3%[176 µM]
COC(=O)c1ccc(CN(C)C(=O)CCc2ncc(-c3ccccc3F)o2)cc1	?
CC(NC(=O)c1n[nH]c(=O)c2ccccc12)c1nnc2n1CCCCC2 (stereo not given)	-1.1%
CCOCCOC1CCN(C(=O)Nc2ccc3c(c2)OCCO3)CC1	37.2%[activator]
CN(C)CCN1C(=O)C(O)=C(C(=O)c2cc3ccccc3o2)C1c1ccc(OCc2ccccc2)cc1 (stereo not given)	25.1µM*
CCOc1ccc(NC(=O)c2nn(C)c(=O)c3ccccc23)cc1OCC	-20.4%
CCn1nc(C(=O)OC(C)C(=O)N2CCCc3ccccc32)c2ccccc2c1=O (stereo not given)	?
COCCN(CC(N)=O)S(=O)(=O)c1ccc(F)c(F)c1	26.9%
Cc1cc(C(O)(C(F)(F)F)C(F)(F)F)cc(C)c1OC(=O)c1ccccc1F	-2.8%
Cc1ccc(NC(=O)c2ncoc2-c2cccc(Cl)c2)c(C)c1	-16.2%
CCN(CC)CCN	-2.3%[22.9 µM]
O=S(=O)(Nc1nc2ccccc2nc1Nc1ccc(Cl)c(Cl)c1)c1cccs1	-23.7%
CCOC(=O)C1CCN([C@H]2CS(=O)(=O)C[C@@H]2S(=O)(=O)c2ccc(F)c(C)c2)CC1	28.1%
O=C(NCc1ccccc1)C(C1CC1)n1c(=O)c(-c2cc3ccccc3[nH]2)nc2ccccc21 (stereo not given)	-27.6%
COc1ccc(C(=O)Nc2cccc(-c3nc4ccccc4o3)c2)cc1	-12.5%
O=C(C1CCCC1)N1CCC(N2C(=O)C(O)C23CCCCC3)CC1 (stereo not given)	14.3%
O=S(=O)(c1ccccc1)N1CCC[C@@]2(CCN(C(c3ccccc3)c3ccccc3)C2)C1	-3.8%[57.4 µM]
Cc1ccc(CNC(=O)Cn2nc3ccc(SC(C)(C)C)nn3c2=O)cc1	?
CCOC(=O)N1CCN(c2cc(C(=O)O)c3cc(NC(=O)C(C)C)ccc3n2)CC1	?
Cc1cc(C)cc(C(=O)NC(C)c2ccc(CC(C)C)cc2)c1 (stereo not given)	-8.4%
O=C(CCc1ccccc1)N1CCC(c2noc(-c3cccnc3)n2)C1 (stereo not given)	4.0%
CCc1ccc(C(=O)Nc2ccc(-c3nnc4n3CCCC4)cc2)cc1	46.4%[activator]
CCOCCOC1CCN(S(=O)(=O)Cc2ccccc2F)CC1	48.4%[activator]
COc1ccccc1C(=O)COC(=O)c1cc(S(N)(=O)=O)ccc1F	1.7%
COc1ccccc1NC(=O)N1CC(C(=O)N(C)C)C2(CCOCC2)C1 (stereo not given)	53.1%[activator]
CCN1c2cc(C(=O)NC3CCCC3)ccc2C(=O)N2CCCCCC21 (stereo not given)	6.2%
Cc1cc2ncc(C(=O)NC(C)c3ccc(F)cc3)cn2n1 (stereo not given)	-9.2%[176 µM]
CCC(CO)NS(=O)(=O)c1cc(Cl)c(Cl)cc1Cl (stereo not given)	38.4%[activator]
CC(=O)Nc1ccc(NC(=O)CCc2nc3c(C)nn(-c4ccccc4)c3n(C)c2=O)cc1	-12.2%
CCCNC(=S)NC1CCC(NC(=S)NCCC)CC1 (stereo not given)	25.6%
COC(=O)c1c(NC(=O)c2ccccc2Cl)sc2c1CCC(C)C2 (stereo not given)	?
O=Cc1cc(Br)c2c(c1)OCCCO2	18.1%
CN1CC(=O)N(C2CCC2)Cc2c1ncnc2N1CCCC1	-24.4%[176 µM]
CCOC(=O)c1cccc(Nc2nc(-c3ccccc3)no2)c1	71.8%[activator]
CCn1c(SCC(=O)Nc2cccc(C(F)(F)F)c2)nc2c(c1=O)SCC2	1.1%
O=C(Nc1cccc2ncccc12)C1CCCCC1	0.6%
CCNC(=O)CC1=CSC2=NC(C)=C(C(=O)OCC)C(c3cccc([N+](=O)[O-])c3)N12 (stereo not given)	52.6%[activator]
CCOc1cccc(CNC(=O)CN2CC3CC(C2)[C@H]2CCCC(=O)N2C3)c1 (stereo not given in full)	0.4%
O=S(=O)(Cc1ccc(Cl)cc1)c1nc2ccccc2nc1NC1CCCC1	?
CCCCOc1ccc(/C=C/C(=O)c2ccc(O)c(OC)c2)cc1OCC	-42.1%
Cn1cc(CN2CCN(c3cnccn3)CC2)c(-c2ccc(C3CCCCC3)cc2)n1	12.2%
CCCN(C)C(=O)CC1COCCN1C(=O)Nc1cccc(SC)c1 (stereo not given)	-25.5%

Structural class: those above containing two or more sulfur atoms.
SMILES	12-LOX inh
O=C1CCCN1c1ccc(-c2csc(-c3cccs3)n2)cc1	?
CCOC(=O)c1sc2ccccc2c1S(=O)(=O)Nc1cccc(OC)c1	-16.2%
Nn1c(SCc2cccc(S(=O)(=O)N3CCOCC3)c2)nnc1-c1cccc(Cl)c1	14.6%
CCOc1ccc(S(=O)(=O)[C@H]2CS(=O)(=O)C[C@@H]2N2CCN(c3ccc(F)cc3)CC2)cc1	14.5%
Cc1nn(CC(C)C)c2sc(C(=O)Nc3cccc(S(=O)(=O)N(C)C)c3)cc12	?
O=S(=O)(Nc1nc2ccccc2nc1Nc1ccc(Cl)c(Cl)c1)c1cccs1	-23.7%
CCOC(=O)C1CCN([C@H]2CS(=O)(=O)C[C@@H]2S(=O)(=O)c2ccc(F)c(C)c2)CC1	28.1%
CCCNC(=S)NC1CCC(NC(=S)NCCC)CC1 (stereo not given)	25.6%
CCn1c(SCC(=O)Nc2cccc(C(F)(F)F)c2)nc2c(c1=O)SCC2	1.1%

2 of these compounds, set out differently:
| compound | 12-LOX inh |
| --- | --- |
| COC(=O)c1c(NC(=O)c2ccccc2Cl)sc2c1CCC(C)C2 (stereo not given) | ? |
| CCn1c(SCC(=O)Nc2cccc(C(F)(F)F)c2)nc2c(c1=O)SCC2 | 1.1% |
